# Compound activity: PubChem, several laboratories
# T cell HTS – modulates CD8 T cell binding to vesicles; AID 2052; 2C CD8+ T cell-vesicle binding, flow cytometry; active compounds read low; 330,000 tested, 0.068% active; calls only at 7 µM;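 active = response, share of CD8 T cells binding vesicles, and their 90th percentile fluorescence all below set limits, cut at about 80% in these data, passing the limit was not always enough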
#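 Material: 2C TCR transgenic mouse naive CD8+ T cells, MACS-purified. Also added: QL9-charged Drosophila Ld/ICAM-1/B7-1 vesicles. Timing: binding 1.5 h at 37 °C. Measured by: high-throughput flow cytometry with anti-B7-1 and anti-CD8 staining. Read-out: percent CD8+ FL2 mean versus row control. Controls: Unloaded micro-vesicles (low), QL9 vesicles with 0.7% DMSO (high).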
# Hep lipid drop – hepatic lipid droplet formation modulation | AML12 mouse hepatocytes, oleate lipid droplets, BODIPY imaging | inhibition, % at 6.5 µM | 240,000 tested, 0.4% active;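 active = lipid droplet intensity inhibited by at least 50%, with more than 500 cells counted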
#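 System: AML12 hepatocytes (mouse). Probe or stimulus: oleic acid at 100 µM to induce lipid droplet formation. Times: overnight treatment with compound plus oleate. Detection: Image-based BODIPY and DAPI two-channel analysis. Evaluation: percent inhibition of filter-corrected integrated lipid droplet intensity per well.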
# Hep lipid drop cells 6.5 µM – second read-out of Hep lipid drop, no call of its own (marks repeat the call); cell count; measured here: cell count, cytotoxicity flag;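 cells counted across two imaged fields per well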
# T cell HTS vesicle-bound % – further read-out of T cell HTS, marked with its call; double positive events, %; measured here: CD8+ vesicle-bound cell fraction;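 binding gate set so that unloaded-vesicle control wells show 10% double positive cells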
# * marks the source's active call; other numbers are inactive results; i = inactive. Not all compounds are listed; rates above refer to the full screens.
# Results follow in this order: T cell HTS	T cell HTS vesicle-bound %	Hep lipid drop	Hep lipid drop cells 6.5 µM
Cc1ccc(C(=O)COC(=O)CCN2C(=O)C3C4CCC(C4)C3C2=O)cc1[N+](=O)[O-] (stereo unspecified)
→ i	48	30	766
CN(Cc1ccn[nH]1)C(=O)C1CCC(=O)N(Cc2cccc(C(F)(F)F)c2)C1 (stereo unspecified)
→ i	12	4	673
O=C(O)CCNC(=O)/C(=C/c1ccco1)NC(=O)c1ccco1
→ i	64	-3	826
Cc1ccc(C)c(N(CC(=O)NCCc2ccccc2)C(=O)CCC(=O)Nc2ccccn2)c1
→ i	52	-1	764
COc1ccc(S(=O)(=O)N2CCC(C(=O)NCCC(=O)Nc3cccc(OC)c3)CC2)cc1
→ i	56	24	735
O=C1COc2ccc(S(=O)(=O)NCc3ccc(Cl)cc3)cc2N1
→ i	10	18	713
O=C(COc1ccc2c3c(c(=O)oc2c1)CCC3)Nc1ccc(CCO)cc1
→ i	40	3	726
Cc1ccc(F)c(CNC(=O)C2CCC(=O)N(CCN3CCOCC3)C2)c1F (stereo unspecified)
→ i	28	-15	666
O=C(Nc1c(Cl)cccc1Cl)c1cc(-c2ccco2)on1
→ i	26	1	811
Cc1ccc2[nH]cc(S(=O)(=O)c3ccc(F)cc3)c(=O)c2c1
→ i	59	-2	834
CCOC(=O)C1CN(S(=O)(=O)c2ccc(C)cc2)c2ccccc2O1 (stereo unspecified)
→ i	59	-7	834
Cc1ccc(NC(=O)C2CCN(S(=O)(=O)c3ccc4c(c3)oc(=O)n4C)CC2)cc1
→ i	31	9	757
COc1ccccc1C(=O)Nc1ccc(C(=O)N2CCCCC2)cc1
→ i	53	6	853
CN(CC(=O)Nc1ccc(F)cc1)C(=O)CSc1nncs1
→ i	36	5	843
CN1CCOc2cc(S(=O)(=O)NCc3ccc(S(N)(=O)=O)cc3)ccc21
→ i	6	-2	856
COC(=O)CCc1ccc(O)cc1
→ i	34	4	804
O=S(=O)(Nc1cccc(-n2cnnn2)c1)c1cnc(Cl)c(Cl)c1
→ i	41	-5	738
CCOc1cc(C(=S)N2CCOCC2)ccc1OC(=O)c1cccc(C)c1
→ i	59	5	794
Cc1ccccc1NC(=O)C1CCN(S(=O)(=O)c2cccc3nonc23)CC1
→ i	26	3	800
Cc1ccc(NS(=O)(=O)c2cccc(C(=O)NCC(c3ccco3)N3CCCCC3)c2)cc1 (stereo unspecified)
→ i	56	2	839
O=C(CCC(=O)Nc1ccccc1Cl)NNC(=O)NC1CCCCC1
→ i	63	1	661
Cc1ccc(-c2ccc(=O)n(Cc3c(F)cccc3Cl)n2)cc1
→ i	37	-3	803
Cc1ccc(Cl)cc1NC(=O)C1C2CCC(O2)C1C(=O)O (stereo unspecified)
→ i	58	0	816
COC(=O)C1=C(CCc2ccccc2)NC(=O)NC1c1ccc(Br)cc1 (stereo unspecified)
→ i	9	-14	751
COc1cccc(C(=O)NNc2c3ccccc3nc3ccccc23)c1
→ i	18	18	867
CCOc1ncccc1C(=O)NCCc1ccc(OC)cc1
→ i	52	-3	859
CC1CCN(C(=O)c2ccc(N3C(=O)c4ccccc4C3=O)cc2)CC1
→ i	46	10	799
COc1ccc(-n2c(SCC(=O)Nc3cccc(C(=O)O)c3)nnc2-c2ccco2)cc1
→ i	26	-2	809
Cn1c(/C=C/c2ccc(Cl)cc2)nc2ccccc2c1=O
→ i	57	26	800
CCC[C@H](CN[C@@H](CNC)[C@H](C)O)NCCc1ccc(OC)cc1
→ i	12	2	780

# An excerpt from above in order of SMILES length, lowest first.
# Results follow in this order: T cell HTS	T cell HTS vesicle-bound %	Hep lipid drop	Hep lipid drop cells 6.5 µM
CN(CC(=O)Nc1ccc(F)cc1)C(=O)CSc1nncs1
→ i	36	5	843
CC1CCN(C(=O)c2ccc(N3C(=O)c4ccccc4C3=O)cc2)CC1
→ i	46	10	799
O=C(COc1ccc2c3c(c(=O)oc2c1)CCC3)Nc1ccc(CCO)cc1
→ i	40	3	726
Cc1ccccc1NC(=O)C1CCN(S(=O)(=O)c2cccc3nonc23)CC1
→ i	26	3	800
Cc1ccc(C(=O)COC(=O)CCN2C(=O)C3C4CCC(C4)C3C2=O)cc1[N+](=O)[O-] (stereo unspecified)
→ i	48	30	766

# Additional results follow.
# Results follow in this order: T cell HTS	T cell HTS vesicle-bound %	Hep lipid drop	Hep lipid drop cells 6.5 µM
O=C(COc1ccc(Cl)cc1)NCc1ccccc1
→ i	21	-5	825
O=C(Nc1cccc(-c2cnc3ccccc3n2)c1)C1CC(=O)N(c2ccccc2)C1 (stereo unspecified)
→ i	9	-4	701
O=C(NC1CCCC1)C(c1ccncc1)N(C(=O)c1csnn1)c1ccc(F)c(Cl)c1 (stereo unspecified)
→ i	32	-8	783
CCOP(=O)(OCC)c1cccc(P(=O)(c2ccccc2)c2ccccc2)c1O
→ i	56	7	849
COC(=O)C(Cc1ccc(O)cc1)NC(=O)CCc1ccco1 (stereo unspecified)
→ i	25	5	850
CCN(CC)S(=O)(=O)c1ccc(C)c(NC(=O)Cc2ccc(S(=O)(=O)N3CCOCC3)s2)c1
→ i	17	-5	680
COc1ccc(CCC(C)NCCc2ccc(Cl)cc2Cl)cc1 (stereo unspecified)
→ i	59	-22	772
N=c1c(C(=O)NCCc2ccccc2)cc2c(=O)n3ccccc3nc2n1Cc1ccco1
→ i	23	-35	746
O=S(=O)(c1ccccc1)c1nc(-c2ccc(F)cc2)oc1N1CCOCC1
→ i	18	-3	845
COc1ccc(NC(=O)CN2CCN(c3c(C)cccc3C)CC2)cc1
→ i	46	-3	867
CCOc1ccc(NC(=O)Nc2cccc(C)n2)cc1
→ i	17	-4	851
Cc1ccc(NC(=O)c2cc3ccccc3o2)cc1Cl
→ i	48	-5	807
O=C(CCN1C(=O)S/C(=C\c2ccccc2)C1=O)N1CCCCC1
→ i	42	-11	811
O=C(/C=C/c1ccccc1)NC(=S)Nc1ccccc1
→ i	60	23	847
CCC1CCCCN1S(=O)(=O)c1ccc(NC(=O)c2ccncc2)cc1 (stereo unspecified)
→ i	15	-19	687
COc1ccc(NC(=O)CSc2nnc(-c3cccnc3)s2)cc1
→ i	24	5	750
Cc1cccc(NC(=O)CSc2n[nH]c(-c3cccnc3)n2)c1
→ i	40	-22	743
Cc1cccc(N2CCN(S(=O)(=O)c3ccc4c(c3)CC(C)N4C(=O)C3CC3)CC2)c1C (stereo unspecified)
→ i	22	-32	716
CCCn1c(=O)c2ccccc2n2c(SCC(N)=O)nnc12
→ i	61	3	764
COc1ccc(OC)c(CNC(=O)c2nn(C)c3c2CS(=O)(=O)c2ccccc2-3)c1
→ i	22	-12	777
CCCN(CCC)CCCNC(=O)C1CCN(S(=O)(=O)c2cccc3nsnc23)CC1
→ i	30	6	746
O=C(Nc1ccc(S(=O)(=O)N2CCCC2)cc1)c1ccc([N+](=O)[O-])cc1
→ i	18	0	772
CC1CCC(NC(=O)CCS(=O)(=O)c2ccc3c(c2)oc(=O)n3C)CC1 (stereo unspecified)
→ i	52	-21	670
COc1ccc(NC(=O)CSc2nccn2Cc2ccccc2)c(OC)c1
→ i	23	-25	675
Cc1ccc(NC(=O)c2ccc(NC(=O)C3CCCCC3C(=O)O)cc2)cc1 (stereo unspecified)
→ i	40	8	672
Cc1ccc2c(c1)N(C(=O)CCC(=O)NC1CCC(C)CC1)CCO2 (stereo unspecified)
→ i	16	-1	859
CC1(C)Cc2c(cnn2-c2cccc(F)c2)C(NC(=O)C2CCOCC2)C1 (stereo unspecified)
→ i	14	-16	550
COc1ccc(CNS(=O)(=O)c2cc(CN3C(=O)c4cccnc4C3=O)ccc2OC)cc1
→ i	15	6	697
CC1CCN(S(=O)(=O)c2cc(F)ccc2CN2C(=O)c3cccnc3C2=O)CC1
→ i	10	-15	661
COc1cc2c(cc1OC)C(COc1ccccc1OC)N(C(=O)C(C)(C)C)CC2 (stereo unspecified)
→ i	21	18	792

# Among those listed so far, 2 contain a nitro group on carbon:
# Results follow in this order: T cell HTS	T cell HTS vesicle-bound %	Hep lipid drop	Hep lipid drop cells 6.5 µM
Cc1ccc(C(=O)COC(=O)CCN2C(=O)C3C4CCC(C4)C3C2=O)cc1[N+](=O)[O-] (stereo unspecified)
→ i	48	30	766
O=C(Nc1ccc(S(=O)(=O)N2CCCC2)cc1)c1ccc([N+](=O)[O-])cc1
→ i	18	0	772

# Profiles, looked up by structure:
# CC1CCN(S(=O)(=O)c2cc(F)ccc2CN2C(=O)c3cccnc3C2=O)CC1 across the screens: T cell HTS: i; T cell HTS vesicle-bound %: 10; Hep lipid drop: -15; Hep lipid drop cells 6.5 µM: 661
# CCN(CC)S(=O)(=O)c1ccc(C)c(NC(=O)Cc2ccc(S(=O)(=O)N3CCOCC3)s2)c1 across the screens: T cell HTS: i; T cell HTS vesicle-bound %: 17; Hep lipid drop: -5; Hep lipid drop cells 6.5 µM: 680
# CCCn1c(=O)c2ccccc2n2c(SCC(N)=O)nnc12 across the screens: T cell HTS: i; T cell HTS vesicle-bound %: 61; Hep lipid drop: 3; Hep lipid drop cells 6.5 µM: 764

# Other entries
Structure	T cell HTS	T cell HTS vesicle-bound %	Hep lipid drop	Hep lipid drop cells 6.5 µM
CC(C)C[C@H]1CN=C(Nc2ccccc2)N1CC1CCC(C)CC1 (stereo partly specified)	i	24	2	799
Cc1ccccc1NC(=O)C1CCCN(c2nnc(N3CCCC3=O)s2)C1 (stereo unspecified)	i	17	0	679
CC1Sc2ccc(S(=O)(=O)N3CCC(C(=O)NCc4ccco4)CC3)cc2NC1=O (stereo unspecified)	i	12	-3	699
Cc1sc2ncnc(NCC(c3ccccc3)N(C)C)c2c1C (stereo unspecified)	i	27	-72	822
COCCOC(=O)C1=C(C)NC(=O)NC1c1cccc(F)c1 (stereo unspecified)	i	67	2	834
Cc1ccc(N2CCN(S(=O)(=O)c3nnc(NC(=O)c4ccco4)s3)CC2)cc1	i	32	-1	715
COc1c(S(=O)(=O)NCCCn2ccnc2)ccc(Cl)c1Cl	i	64	-2	859
N#C/C(=C\c1c(N2CCC(C(N)=O)CC2)nc2ccccn2c1=O)C(=O)NC1CCCCC1	i	12	-7	632
O=C(CN1CCC(NC(=O)Nc2ccccc2)CC1)Nc1ccccc1F	i	15	-7	718
Cc1ccc2nc(-c3ccncc3)cc(C(=O)Nc3ccncc3)c2c1	i	5	1	848
CC(NC(=O)C(=O)c1cn(CC(=O)N2CCOCC2)c2ccccc12)c1ccccc1 (stereo unspecified)	i	17	4	702
COc1cccc(OCC(=O)Nc2ccncc2)c1	i	66	-7	813
CCOc1cc(/C=C2\SC(N3CCCC(C)C3)=NC2=O)ccc1O (stereo unspecified)	i	49	0	780
CC(CC(=O)NCc1ccco1)S(=O)(=O)c1ccc2c(c1)CCN2C(=O)C1CC1 (stereo unspecified)	i	33	-3	728
CC(=O)c1cccc(-n2nnnc2SCC(=O)Nc2cc(C)on2)c1	i	17	2	800

Structure	T cell HTS	T cell HTS vesicle-bound %	Hep lipid drop	Hep lipid drop cells 6.5 µM
Cc1cc2oc(C(=O)N(Cc3ccc(N(C)C)cc3)CC3CCCO3)c(C)c2cc1C (stereo unspecified)	i	11	-16	793
CCN1CCN(C(c2cccs2)C(C)NC(=O)c2cccc(OC)c2)CC1 (stereo unspecified)	i	45	1	799
Cc1cc(NC(=O)C2CC(=O)N(c3cccc(C)c3C)C2)no1 (stereo unspecified)	i	17	-10	768
CSc1ccc(/C=C/C(=O)N2CCN(c3ccccn3)CC2)cc1	i	57	-7	658
CCCCC1(C(=O)OC)NC(c2ccc(O)cc2)C2C(=O)N(c3ccccc3)C(=O)C21 (stereo unspecified)	i	34	-2	778
